Bioassay records deposited in PubChem BioAssay by several laboratories.
rCAG binder – molecules binding r(CAG) RNA repeats; r(CAG) RNA repeat, TO-PRO-1 dye displacement fluorescence; inhibition, % at 3 µM; 370,000 tested, 1.3% active; AID 651821;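 active = inhibition above the plate cutoff, the mean of all test compounds on that plate plus 3 SD, cut at about 35% in these data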;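 also: 0% = DMSO alone and 100% = 100 µM mitoxantrone as full dye displacement; higher means more dye released from RNA so lower well fluorescence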
PRMT1 inh – blocks human protein arginine methyltransferase 1. Q99873. recombinant PRMT1, activity-based probe fluorescence polarization. inhibition, % at 2.79 µM. 370,000 tested, 1.3% active;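 active = inhibition above about 21% made by adding two undisclosed values, limit read from the data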
SIAE primary – human SIAE inhibition, primary screen. Q9HAT2. SIAE FP-Rh probe binding, fluorescence polarization. inhibition, % at 9.66 µM. 370,000 tested, 0.69% active;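 active = inhibition above a cutoff: mean of compounds within the control limits plus 3 SD of those, cut at about 17% in these data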;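 also: 0% = plate median of compound wells and 100% = probe without SIAE protein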
LEDGF integ inh – blocks HIV-1 LEDGF/p75-dependent DNA integration | AID 743269 | TR-FRET IN-LEDGF/p75 DNA integration, Eu/Cy5 | inhibition, % at 3.7 µM | 370,000 tested, 0.64% active;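 active = inhibition above the screen-wide mean plus 3 SD, cut at about 13% in these data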;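 also: signal is the Cy5 over europium emission ratio at 671 and 618 nm; 0% = plate median of compound wells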
TCR CD3 inh – human TCR-CD3 binding inhibition; TAMRA-labeled TCR probe fluorescence, biochemical; inhibition, % at 9.4 µM; 360,000 tested, 0.37% active; in the data active = inhibition above about 19%;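 also: recombinant mutant TCR 2C K166C tagged with TAMRA read by polarization; 0% = receptor in buffer alone and 100% = receptor with positive control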
mABHD4 FP – ABHD4 (mouse) inhibition, primary FP screen; purified mABHD4, FP-Rh probe fluorescence polarization; inhibition, % at 8.92 µM; 370,000 tested, 0.54% active; Q8VD66;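 active = inhibition exceeding the mean over every tested compound plus 3 SD, cut at about 30% in these data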;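 also: 0% = plate median of compound wells and 100% = S159A mutant with DMSO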
Target sequence (Q8VD66 whole entry, looked up): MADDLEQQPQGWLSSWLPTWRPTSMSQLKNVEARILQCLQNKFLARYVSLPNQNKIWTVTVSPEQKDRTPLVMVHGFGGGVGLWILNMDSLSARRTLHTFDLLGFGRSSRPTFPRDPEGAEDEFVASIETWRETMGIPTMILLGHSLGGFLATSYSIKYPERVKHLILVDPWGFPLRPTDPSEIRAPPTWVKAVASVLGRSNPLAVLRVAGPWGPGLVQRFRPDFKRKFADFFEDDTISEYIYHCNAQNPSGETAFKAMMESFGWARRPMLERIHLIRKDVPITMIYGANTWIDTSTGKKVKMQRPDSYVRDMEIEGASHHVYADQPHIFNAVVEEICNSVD
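Assay system: mABHD4 protein; medium: HEPES pH 7.0, NaCl, Pluronic buffer; dosing: 8.92 µM, single dose; schedule: 45 min + 60 min at 25 °C; signal: FP readout, ex 525 nm / em 598 nm; read-out: normalized percent inhibition of probe labeling; repeats: single replicate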
NR1D1 modulator – modulators of human Rev-erb alpha DNA binding; P20393; Rev-erbα–FITC-DNA binding, fluorescence polarization, 90 min; activity, % at 10 µM; 370,000 tested, 0.79% active;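 active = activity above about 14%, limit read from the data; passing the limit was not always enough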;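 also: 0% = DMSO wells with 35 nM protein and 100% = DMSO wells with 750 nM protein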
Target sequence (P20393 whole entry, looked up): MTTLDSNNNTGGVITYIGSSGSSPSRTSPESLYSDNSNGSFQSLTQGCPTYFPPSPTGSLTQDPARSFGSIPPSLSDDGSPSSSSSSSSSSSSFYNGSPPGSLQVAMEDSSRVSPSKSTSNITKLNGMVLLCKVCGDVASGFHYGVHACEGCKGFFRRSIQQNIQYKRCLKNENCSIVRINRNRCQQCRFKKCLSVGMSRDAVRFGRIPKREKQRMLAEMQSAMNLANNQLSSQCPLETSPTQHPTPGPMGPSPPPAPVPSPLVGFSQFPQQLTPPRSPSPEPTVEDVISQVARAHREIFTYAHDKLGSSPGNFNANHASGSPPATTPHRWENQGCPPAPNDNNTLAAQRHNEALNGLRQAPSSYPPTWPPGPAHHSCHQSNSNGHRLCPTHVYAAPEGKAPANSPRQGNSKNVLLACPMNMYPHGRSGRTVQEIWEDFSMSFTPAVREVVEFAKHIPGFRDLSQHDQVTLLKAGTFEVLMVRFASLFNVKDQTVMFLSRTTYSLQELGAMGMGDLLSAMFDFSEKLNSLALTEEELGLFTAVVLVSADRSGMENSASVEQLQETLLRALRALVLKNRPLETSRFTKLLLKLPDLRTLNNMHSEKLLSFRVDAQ
HTRA1 inh – HTRA1 (human) protease inhibition; Q92743; recombinant HTRA1, FP-rhodamine activity-based probe, fluorescence polarization; inhibition, % at 5.96 µM; 340,000 tested, 0.5% active; AID 504803; in the data active = inhibition above about 36%;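 also: 0% = enzyme with DMSO and 100% = wells lacking enzyme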
TDP2 inh – TDP2 (human) inhibition, absorbance primary screen; O95551; recombinant TDP2, T5PNP hydrolysis, p-nitrophenol absorbance 415 nm; inhibition, % at 12.8 µM; 370,000 tested, 0.34% active;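 active = inhibition above the mean of all tested compounds plus 3 SD, set per campaign, cut at about 25% in these data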;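 also: 0% = DMSO with enzyme and 100% = buffer with substrate but no TDP2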
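Material: recombinant human TDP2; quantity: TDP2 enzyme at 120 nM final; medium: Tris-HCl pH 7.5 with MgCl2; compound: single concentration, 12.8 µM nominal, with 1% DMSO; incubation: 2 h enzyme incubation at 37 °C; signal: epi absorbance; measure: percent inhibition; benchmarks: high control without enzyme, low control DMSO plus TDP2; repeats: singlicate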
PG9 binder – binds the HIV-1 gp120 antibody PG9; AID 624416; inhibition, % at 6.7 µM; 360,000 tested, 0.43% active; TR-FRET gp120-PG9 antibody binding; in the data active = inhibition above about 8.5%
* marks the source's active call; other numbers are inactive results; . = not tested or not shown. The list is partial. The share of hits here may be higher or lower than overall.

SMILES	rCAG binder	PRMT1 inh	SIAE primary	LEDGF integ inh	TCR CD3 inh	mABHD4 FP	NR1D1 modulator	HTRA1 inh	TDP2 inh	PG9 binder
CC1(C(=O)O)C=CCN1C(=O)c1ccccc1 (configuration not stated)	2	1	2	-2	5	2	-1	6	-8	0.9
COC(=O)[C@H](CC(C)C)NC(=O)/C=C/[C@H]1O[C@@H](n2cc(C)c(=O)[nH]c2=O)C[C@@H]1O	1	3	-1	-4	2	7	-9	.	9	-0.3
COC(=O)[C@H]1C[C@@]2(O)CN(S(=O)(=O)c3ccc(C)cc3)C[C@@]2(OC(=O)NCc2ccc(OC)c(OC)c2)C[C@H]1C(=O)OC	1	-2	-5	3	-4	2	2	1	-8	-0.5
O=C(CN1C(=O)NC2(CCCC2)C1=O)OCc1ccccc1	-2	-3	-6	-2	0	2	2	2	4	0.2
Cn1c(=O)oc2cc(S(=O)(=O)N3CCC(C(=O)NCC4COc5ccccc5O4)CC3)ccc21 (configuration not stated)	4	4	1	-3	-4	-1	-1	-3	-5	1.6
O=C(COC(=O)Cn1cnc2ccccc21)Nc1cccc(S(=O)(=O)N2CCOCC2)c1	4	-2	-1	3	-5	-5	-1	0	-18	-2.9
COc1cc(CNC(=O)c2cc(-c3cc(F)ccc3OC(C)C)n[nH]2)cc(OC)c1	3	-3	-16	7	3	-24	3	.	-8	1.0
COc1ccc(-n2c3c(cc(C(=O)NCc4ccco4)c2=O)C(=O)CC(C)(C)C3)cc1	-4	1	4	2	6	4	-2	-4	8	-0.3
Oc1cccnc1SCc1ccccc1	2	18	1	-4	-3	5	10	3	-17	-0.9
CCC(C)NS(=O)(=O)c1ccc(OCC(=O)NCc2cccnc2)cc1 (configuration not stated)	-3	4	-2	-2	2	0	-1	2	-3	-1.4
CC(=O)c1c(C)n(-c2ccccc2)c2ccc(O)cc12	1	0	8	-2	5	3	5	7	7	0.1
Cc1ccc(C(=O)NNC(=O)C2CCCN(c3ncccn3)C2)cc1 (configuration not stated)	-1	-4	-6	1	-3	3	4	-1	-3	0.3
Cn1c(SCC(=O)c2ccc(F)cc2)ncc(C(=O)Nc2ccccc2)c1=O	5	3	-4	-1	-9	-4	6	-3	-11	0.5
CCOC(=O)C1(Cc2ccc(OC)cc2)CCN(C(=O)CN2CCN(CC)CC2)CC1	-6	0	4	1	0	4	10	8	4	-1.2
O=C(N/N=C/c1ccc(Sc2nc3ccccc3[nH]2)o1)c1ccncc1	3	1	-13	1	12	8	2	-4	6	-1.9
Cc1cc(C)n(C2CC(=O)N(c3ccccc3)C2=O)n1 (configuration not stated)	1	-2	-8	0	-2	1	-3	1	-6	-0.1
CC(C)(C)NC(=O)C(c1ccc(O)cc1)N(C(=O)CCC(=O)Nc1nccs1)c1ccc(F)cc1 (configuration not stated)	-2	3	-5	-3	-6	0	-7	4	-4	-1.4
Nc1ccccc1-c1ccn[nH]1	1	17	2	-3	-7	-7	-2	2	-8	0.2
C/C(=N/NC(=O)CN1CCN(Cc2ccccc2Cl)CC1)c1ccncc1	-6	0	-8	0	8	1	-2	4	-2	1.0
COc1ccccc1C1=NOC(C)(c2sc(-c3ccccc3)nc2C)C1 (configuration not stated)	14	-3	-2	-1	4	2	3	-4	6	-1.6
O=C(c1ccc(Cl)cc1)N1CCCC(C(=O)N2CCCCC2)C1 (configuration not stated)	-6	2	-4	-2	3	2	6	2	12	1.2
Cc1ccc(C=NNC(=O)CSc2nc3sc4c(c3c(=O)n2-c2ccccc2)CCCC4)s1	11	2	-5	0	.	-3	-4	.	1	.
CCN1CCN(c2cc(SC(C)C)nc(-c3ccc(OC)cc3)n2)CC1	-1	-3	-9	0	5	-2	1	-27	-17	0.6
CC1Oc2ccccc2OC1(O)c1ccc2ccccc2n1 (configuration not stated)	-6	3	-4	-5	-4	-11	-4	2	-11	-0.6
CCOC(=O)CSc1cc(=O)n(C)c2cc(Cl)ccc12	-4	0	6	4	5	-8	3	1	0	-2.5
CCCN(c1ccccc1F)S(=O)(=O)c1cc(-c2cc(C)no2)ccc1OC	2	-2	-12	1	7	25	5	-22	-2	0.1
COC(=O)c1nc2n(n1)C(c1ccc(OC)c(OC)c1)C(C(=O)OC1CCCCC1)=C(C)N2 (configuration not stated)	-5	-2	3	-1	0	3	-2	-1	-3	0.0
CC(=O)c1sc(N/N=C2\CC3CC2C(C)C3(C)C)nc1C (configuration not stated)	9	8	7	-5	-3	20	3	14	-15	-1.9
C=CCNC(=S)N1CCN(CCN=CC2=C(O)CC(c3ccco3)CC2=O)CC1 (configuration not stated)	0	1	3	-2	0	7	1	0	8	0.0
COC(=O)c1sccc1NC(=S)Nc1cc(C)cc(C)c1	1	2	0	-4	-2	-4	0	0	7	0.6
c1ccc2c(c1)CCN(c1nc(CN3CCOCC3)nc3sc4c(c13)CCCC4)C2	-1	4	-4	5	5	9	9	-15	-8	-1.2
COc1cccc(C(=O)C[n+]2ccccc2/C=N/O)c1	-1	-4	13	3	11	-2	5	8	-1	0.9
CCN1CCN(S(=O)(=O)c2ccc(Cl)c(C(=O)Nc3nnc(CC(C)C)s3)c2)CC1	6	0	5	2	6	2	2	1	-1	0.6
CC(=O)c1c(C)[nH]c(C(=O)OCC(=O)NCCc2ccc(F)cc2)c1C	2	1	-12	-2	4	-2	4	-5	0	-0.8
CCOC(=O)/C(C(=O)Nc1ccc(Br)cc1)=C1/NC(C)(C)Cc2ccccc21	-1	3	10	-2	8	6	-1	-4	8	-0.5
O=C(O)CC/C(=N\Nc1ccc([N+](=O)[O-])cc1)c1ccccc1	21	4	-1	2	-2	-7	3	5	-8	1.5
COc1ccc(S(=O)(=O)N2CCCC2CNC(=O)c2cccc(OC)c2)cc1 (configuration not stated)	0	5	7	2	-2	-1	-4	-7	3	0.1
Cc1ccc(S(=O)(=O)N2CCCCC2)cc1C(=O)NC1CC(C)(C)NC(C)(C)C1	2	-1	15	1	8	3	-3	0	4	-1.4
O=C(Nc1ccccc1F)c1ccccc1-c1ccccc1	-2	2	-3	-2	3	6	9	-5	6	-1.3
NC1=NC(c2ccccc2)CC(=O)N1 (configuration not stated)	0	-3	-5	5	-1	-8	-4	-1	-13	0.9

Fetched by structure from above (4):
SMILES	rCAG binder	PRMT1 inh	SIAE primary	LEDGF integ inh	TCR CD3 inh	mABHD4 FP	NR1D1 modulator	HTRA1 inh	TDP2 inh	PG9 binder
NC1=NC(c2ccccc2)CC(=O)N1 (configuration not stated)	0	-3	-5	5	-1	-8	-4	-1	-13	0.9
CC(=O)c1sc(N/N=C2\CC3CC2C(C)C3(C)C)nc1C (configuration not stated)	9	8	7	-5	-3	20	3	14	-15	-1.9
CCOC(=O)CSc1cc(=O)n(C)c2cc(Cl)ccc12	-4	0	6	4	5	-8	3	1	0	-2.5
COc1ccc(S(=O)(=O)N2CCCC2CNC(=O)c2cccc(OC)c2)cc1 (configuration not stated)	0	5	7	2	-2	-1	-4	-7	3	0.1

Following part:
SMILES	rCAG binder	PRMT1 inh	SIAE primary	LEDGF integ inh	TCR CD3 inh	mABHD4 FP	NR1D1 modulator	HTRA1 inh	TDP2 inh	PG9 binder
COc1ccc(OC)c(NC(=O)C2CCN(c3ncccn3)CC2)c1	-5	3	0	3	5	0	-4	5	-4	-0.5
CCc1noc(C)c1C(=O)NNC(=O)COc1ccc(C)cc1	0	4	2	2	6	6	-2	5	12	0.9
Cc1ccc(C)c(C(=O)CCC(=O)N2CCN(c3cccc(C(F)(F)F)c3)CC2)c1	1	-3	1	-1	-3	-2	4	-13	6	-1.4
Cc1ccc(NC(=O)CSc2nc(O)cc(=O)n2C)cc1	18	3	1	-2	3	2	-1	-7	1	0.5
Cc1nnc(SCc2ccccc2Cl)n(N)c1=O	-2	-4	7	2	1	0	-5	10	1	1.6
CS(=O)(=O)N(CC(=O)NCc1ccncc1)c1ccc(F)c(Cl)c1	4	4	3	1	8	1	2	7	-3	0.9
CCOc1ccc(OCC)c(NC(=O)C2CCCN(S(=O)(=O)c3c(C)noc3C)C2)c1 (configuration not stated)	0	4	1	5	-4	0	-2	2	-3	1.8
COC(=O)c1cc(S(=O)(=O)N2CCN(c3cccc(C)c3)C(C)C2)c[nH]1 (configuration not stated)	2	2	-1	1	7	3	7	-15	-9	0.8
CN(/N=C/c1ccc(Br)o1)C1=NS(=O)(=O)c2ccccc21	2	-2	2	2	4	-5	8	-3	3	0.8
CCc1nnc(N/N=C/c2ccc(-c3ccc([N+](=O)[O-])cc3)o2)n1N	4	2	6	46*	-6	4	7	6	68*	-11
O=C(/C=C/c1cccc([N+](=O)[O-])c1)c1cccs1	1	2	1	-1	2	4	2	-2	4	0.0
CCCCCCCCCC(=O)NNC(=O)c1c(O)c2ccccc2n(CC)c1=O	-2	-4	0	3	-7	1	-3	8	-5	-0.5
O=C(NCc1ccc(Cl)cc1)c1nccnc1CO	-3	-4	7	3	-3	2	0	6	-10	-1.5
CC(=O)C1=C(c2ccccc2)OC(N)=C(C#N)C1c1ccccc1F (configuration not stated)	4	3	7	2	6	2	-10	1	7	-2.5
Cc1ccc(NS(=O)(=O)c2cccc(C(=O)NC3CC3)c2)c(C)c1	3	-2	-7	0	1	0	-10	12	0	-0.3
CCOC(=O)N1CCN(C(=O)c2ccc(CS(=O)c3cccc(C)c3)o2)CC1 (configuration not stated)	0	0	-8	4	4	3	7	-3	1	-1.1
CN(C)C1=NC[C@H](Cc2ccccc2)N1CC1CCCCC1	2	0	1	0	3	1	2	2	10	0.0
Fc1ccc2c(c1)[C@H]1OCC[C@H]1[C@@H](c1ccco1)N2	-3	-1	5	3	6	10	-6	4	6	-0.1
Cc1cc(Cl)ccc1NC(=O)CN1CCN(C(=O)c2ccco2)CC1	-3	1	5	3	4	-3	3	10	2	-1.2
CN(Cc1cccc(F)c1)C(=O)c1ccc(S(=O)(=O)C(F)F)cc1	-3	-1	3	-1	7	-2	1	0	-2	1.0
CCOC(=O)/C=C1\SC(C)C(=O)N1CC(=O)N(CCC#N)c1ccccc1 (configuration not stated)	0	1	8	-1	-4	5	-1	11	2	-1.0
O=C(Nc1ccc(Cl)c(C(F)(F)F)c1)[C@@H]1CC=C[C@@H]2CCN(C3CC3)C(=O)[C@@H]21	-4	0	-8	3	3	-2	2	-4	0	-1.8
COc1ccc(-n2c(SC3CCOC3=O)nc3ccccc3c2=O)cc1OC (configuration not stated)	3	1	-2	-2	6	0	-4	1	1	1.3
O=C(NCc1ccccc1)c1cc2ccccc2o1	-1	4	12	3	-3	-8	2	0	2	-0.8
COc1ccccc1CN1CC(C(=O)NCc2c(F)ccc(C)c2F)CCC1=O (configuration not stated)	-4	1	-4	0	-5	-6	0	-5	-28	-2.7
O=C(Nc1cccc(Cl)c1)NC1CCCCC1	-1	-4	-13	-1	7	-7	5	-8	4	1.1
COc1ccc(C)cc1NC(=O)CSc1nnc(-c2ccc(Br)cc2)o1	-3	1	3	-2	7	-3	9	-6	4	11*
